# MT stabilize HCS = microtubule stabilizers in HeLa cells; HeLa tubulin immunostaining HCS, 24 h; share of cells brighter than vehicle mean+2SD; 200,000 tested, 0.83% active; % tubulin-high responders, % at 10 µM;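 active means plate Z-score above 3 for both tubulin-high and condensed-nucleus cell shares, with cell loss under 80%, at 10 µM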;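 further: anti alpha tubulin signal scored within the nucleus-defined area of each cell; some results filed as inactive read as strong as hits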
# M17LAP inhibition = P. falciparum M17LAP inhibitors, primary screen, biochemical, fluorogenic H-Leu-NHMec substrate, 1536-well (AID 1619) | inhibition, % at 30 µM, or IC50 in µM where a hit was titrated | recombinant M17LAP, H-Leu-NHMec fluorogenic kinetic assay; higher % means a stronger effect | 220,000 tested, 0.38% active;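 active means compound inhibiting the enzyme by more than half at any dose during confirmatory dose-response retesting; inconclusive means strong single-dose inhibitors picked by rank but not retested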;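 further: plate controls were full reaction with DMSO carrier for no effect and no enzyme background for full effect; strong numbers were not always called active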
# Dynein transport = dynein cargo transport inhibition; 3617.4 mouse cells, GR-EGFP nuclear translocation imaging; test concentration mostly 20 µM; stimulated with dexamethasone, 1 µM; hits give low values; z-score, hits read low; 220,000 tested, 0.47% active;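 active means plate z-score of nuclear minus cytoplasmic receptor signal below a set negative limit, without overly bright fluorescence or cell loss, cut at about -3.5 in these data, passing the limit was not always enough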;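 further: z-score of nuclear minus cytoplasmic ring GR-EGFP intensity difference per well; some compounds called inactive have numbers as strong as hits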
#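 Buffer or medium: tet-free, stripped-serum medium; Also added: dexamethasone, 1.0 µM final; Technique: high-content fluorescence imaging after fixation; Times: 48 h induction, 1 h compound, 30 min dex at 37 °C; Read-out: per-cell GR-EGFP intensity, nucleus versus surrounding cytoplasmic ring, well-averaged.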
# Insulin prom up = MIN6 insulin promoter up-regulation; MIN6 insulin promoter-GFP reporter, high-content imaging; hits give high values; z-score at 5 µM; 190,000 tested, 0.3% active; AID 1625;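 active means z-score above 3 at 5 µM with at least 500 cells counted in the well; inconclusive means wells under 500 cells, flagged as cytotoxic or low count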
# Yfh1-depleted yeast = mitochondrial function rescue without frataxin homolog – Friedreich's ataxia, plus single-dose screen, dose response (AID 1465); 220,000 tested, 0.074% active; one-dose fold induction at 50 µM; EC50 in µM for titrated hits; S. cerevisiae Yfh1-off respiration, WST-1 reduction, 72 h; higher fold induction means a stronger effect;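 active means fold induction of absorbance versus untreated yeast above a set limit, then at least 30% activation at any dose in follow-up; inconclusive means repeats straddling the limit, or above it without dose testing; inactive means fold induction below the set limit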;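 further: activators that raise dye reduction in frataxin-depleted yeast; strong numbers were not always called active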
# ER stress rescue = rescue of cells from ER stress-induced death, primary screen, 384-well, CSM14.1, thapsigargin, ATP luminescence (AID 1222); cellular ATP content (survival), % at 20 µM, or EC50 in µM where a hit was titrated; CSM14.1 thapsigargin-induced death rescue, ATP luminescence; higher % means a stronger effect; 190,000 tested, under 10 active;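 active means EC50 below 50 µM in the dose-response confirmation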;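 further: death triggered by thapsigargin at about 15 µM added after 2 h compound pretreatment; cell ATP read after overnight thapsigargin exposure of roughly 18 to 22 hours; normalized against plate controls of thapsigargin alone and 5% DMSO vehicle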
# P. falciparum M1AAP = malaria alanyl aminopeptidase activity blockers – biochemical, fluorogenic H-Leu-NHMec substrate, 1536-well (AID 1445). recombinant M1AAP, H-Leu-NHMec fluorogenic kinetic assay; higher % means a stronger effect. inhibition, % at 30 µM, or IC50 in µM where a hit was titrated. 220,000 tested, 0.42% active;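 active means primary inhibition above the hit cutoff, then over 50% inhibition at one or more dose response concentrations, cut at about 23% in these data, passing the limit was not always enough; inconclusive means conflicting primary data, or primary hits not chosen for dose response; inactive means low primary inhibition, or under 50% at every dose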;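 further: plate controls were DMSO full reaction for no effect and no enzyme background for full effect; strong numbers were not always called active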
# Lipid droplet = hepatic lipid droplet formation modulation; AID 1656; AML12 mouse hepatocytes, oleate lipid droplets, BODIPY imaging; inhibition, % at 6.5 µM; 240,000 tested, 0.4% active;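 active means lipid droplet intensity inhibited by at least 50%, with more than 500 cells counted; inconclusive means wells with under 300 cells, treated as cytotoxic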
#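 Test system: AML12 hepatocytes (mouse); reagent: oleate loading, 100 µM; dosing: one dose, 6.5 µM compound; incubation: overnight exposure; signal: fluorescence imaging, 20x objective, two fields per well; read-out basis: % inhibition of corrected integrated BODIPY droplet signal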
# Autophagy mod = alters autophagy in cells; MEF GFP-LC3 puncta imaging; test concentration mostly 10 µM; calls only at 10 µM (by protocol); 190,000 tested, 0.98% active; AID 463193;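 active means percentage of spot-positive cells more than 3 SD above its plate mean, without a fluorescence outlier flag or 80% toxicity; inconclusive means no clear call, values can overlap the other calls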;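 further: spot-positive cell cutoff set from DMSO-treated cells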
# Dynein transport cytoplasmic EGFP = second read-out of Dynein transport, no call of its own (marks repeat the call); z-score; measured here: cytoplasmic GR-EGFP intensity; hits give high values
# Dynein transport nuclear GR-EGFP = recorded beside Dynein transport, whose call it bears; z-score; measured here: nuclear GR-EGFP intensity;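 lower value marks the stronger effect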
# Dynein transport cell count = second read-out of Dynein transport, no call of its own (marks repeat the call); z-score; measured here: cell count per field
# Insulin prom up cell count = recorded beside Insulin prom up, whose call it bears; cell count; measured here: cytotoxicity, nuclei count;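 total cells summed across four imaged fields per well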
# Lipid droplet cells 6.5 µM = recorded beside Lipid droplet, whose call it bears; cell count; measured here: cell count, cytotoxicity flag;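 cells counted across two imaged fields per well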
# MT stabilize HCS Hoechst-high % = recorded beside MT stabilize HCS, whose call it bears; % Hoechst-high responders; measured here: nuclear condensation Hoechst responders;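 share of cells brighter than vehicle mean plus two SD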
# MT stabilize HCS cytotoxicity % = further read-out of MT stabilize HCS, marked with its call; toxicity, %; measured here: cytotoxicity by cell density;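 0% = mean cell density of plate MIN control wells and 100% = no cells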
# Autophagy mod cell loss 18 h = recorded beside Autophagy mod, whose call it bears; toxicity, %; measured here: cell loss, nuclei count;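 cell loss after 18 h compound exposure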
# The depositor's hits bear a star; i = inactive; ? = inconclusive; . = no result given; + = active, no number.
SMILES,MT stabilize HCS,MT stabilize HCS Hoechst-high %,MT stabilize HCS cytotoxicity %,M17LAP inhibition,Dynein transport,Dynein transport cytoplasmic EGFP,Dynein transport nuclear GR-EGFP,Dynein transport cell count,Insulin prom up,Insulin prom up cell count,Yfh1-depleted yeast,ER stress rescue,P. falciparum M1AAP,Lipid droplet,Lipid droplet cells 6.5 µM,Autophagy mod,Autophagy mod cell loss 18 h
Cc1nnc(NC(=O)C2CCN(c3cnccn3)CC2)s1,1.4,1.0,6.4,-11%,1.8,-0.11,1,-1.6,0.22,1576,i,-1.5%,1%,.,.,i,-3
C=CCn1c(SCc2c(C)noc2C)nc2sc(C)c(C)c2c1=O,34,2.6,74,-2%,-0.91,-0.3,-0.29,0.1,.,.,i,-1.8%,2%,8,781,i,15
C/C(Cl)=C\CNC(C)c1ccccc1 (centres undefined),2.4,2.2,2.6,-8%,-0.78,-0.4,-0.43,0.43,-1.4,1447,i,0.5%,-3%,.,.,i,-4
CC(C)c1ccc(-c2c(C#N)c(N)nc(SCC(=O)N3CCCCCC3)c2C#N)cc1,1.7,1.2,5.5,-5%,0.4,0.015,0.36,0.41,-1.9,1068,i,-2.7%,2%,-9,721,i,26
CC(C)NC(=O)c1ccc(C2SCC(=O)N2Cc2ccccc2)cc1 (centres undefined),4.3,2.6,6.7,17%,0.49,-0.19,0.27,0.92,0.4,915,i,-2.1%,-3%,-42,751,i,-4
CC(=O)N(c1nc(CCl)cs1)c1c(C)cc(C)cc1C,1.2,2.7,2.9,-12%,-0.59,-0.21,-0.18,0.089,-0.06,1355,i,10%,3%,-6,648,i,5
CCOC(=O)C1(Cc2cccc(F)c2)CCN(C2CCOCC2)CC1,2.2,2.2,6.7,0%,0.029,-0.36,-0.15,-0.42,0.1,1421,i,-1.9%,1%,-14,673,i,1
Cc1cc(C(=O)NCc2ccccc2)c(=O)[nH]c1C,5.3,2.9,9.7,-7%,0.17,-0.21,0.65,-0.75,0.25,1417,i,-0.2%,7%,.,.,i,5
C=CCN1C(=O)CSc2ccc(C(=O)NCc3cccs3)cc21,5.0,2.1,7.2,-11%,1.6,-0.21,0.4,-0.55,-0.75,1333,i,.,1%,-14,751,i,-10
Nc1nnc(SCc2ccc(F)cc2)s1,2.1,1.8,5.1,-2%,-0.3,-0.19,-0.015,-0.67,0.04,1845,i,-0.6%,-3%,-9,648,i,10
O=C(Nc1ccn(Cc2ccccc2F)n1)c1ccc(COc2ccccc2Cl)cc1,9.1,1.5,1.5,3%,-0.11,-0.064,0.59,0.21,-0.3,882,.,1.4%,2%,-6,757,i,10
COc1ccc(-c2nnc(SCC(=O)Nc3nncs3)o2)cc1,4.1,2.5,2.9,3%,-0.54,0.48,-0.68,0.04,0.81,1300,i,-1.3%,-2%,-2,703,i,4

# 2 consecutive entries out of the list so far, for reference:
SMILES,MT stabilize HCS,MT stabilize HCS Hoechst-high %,MT stabilize HCS cytotoxicity %,M17LAP inhibition,Dynein transport,Dynein transport cytoplasmic EGFP,Dynein transport nuclear GR-EGFP,Dynein transport cell count,Insulin prom up,Insulin prom up cell count,Yfh1-depleted yeast,ER stress rescue,P. falciparum M1AAP,Lipid droplet,Lipid droplet cells 6.5 µM,Autophagy mod,Autophagy mod cell loss 18 h
CCOC(=O)C1(Cc2cccc(F)c2)CCN(C2CCOCC2)CC1,2.2,2.2,6.7,0%,0.029,-0.36,-0.15,-0.42,0.1,1421,i,-1.9%,1%,-14,673,i,1
Cc1cc(C(=O)NCc2ccccc2)c(=O)[nH]c1C,5.3,2.9,9.7,-7%,0.17,-0.21,0.65,-0.75,0.25,1417,i,-0.2%,7%,.,.,i,5

# Going on with the list.
SMILES,MT stabilize HCS,MT stabilize HCS Hoechst-high %,MT stabilize HCS cytotoxicity %,M17LAP inhibition,Dynein transport,Dynein transport cytoplasmic EGFP,Dynein transport nuclear GR-EGFP,Dynein transport cell count,Insulin prom up,Insulin prom up cell count,Yfh1-depleted yeast,ER stress rescue,P. falciparum M1AAP,Lipid droplet,Lipid droplet cells 6.5 µM,Autophagy mod,Autophagy mod cell loss 18 h
CC(C)(C)OC(=O)c1c(N)n(CCCN2CCCC2=O)c2nc3ccccc3nc12,2.4,1.9,9.0,-231%,-0.34,-0.2,-0.035,0.3,-0.32,1182,.,9.3%,?,.,.,i,0
CCOC1=NN(c2ncc(C(F)(F)F)cc2Cl)C(=O)C1,1.4,2.0,5.7,0%,-0.39,-0.17,-0.16,0.07,0.33,1369,i,2.5%,6%,17,684,i,-4
COc1ccc(NC(=O)c2cc(C)cc(C)c2)cc1[N+](=O)[O-],3.4,2.3,1.4,-2%,0.38,-0.14,0.14,0.23,-0.06,1590,i,-0.3%,4%,1,675,i,13
O=C(CSc1ncnc2c1nnn2-c1ccc(F)cc1)NCC1CCCO1 (centres undefined),4.3,3.0,1.4,6%,-1.2,-0.041,-0.43,0.56,-0.01,1492,i,-0.8%,3%,.,.,i,0
OC(c1cc(-c2ccc(C(F)(F)F)cc2)nc(C(F)(F)F)c1)C1CCCCN1 (centres undefined),.,.,.,2%,-3.5,1.7,-1.7,-4.3,?,.,i,.,1%,-13,621,.,.
CCC1Sc2ccccc2N(CC(=O)NC2CC2)C1=O (centres undefined),3.1,2.0,4.0,0%,0.071,-0.27,0.023,0.28,-0.65,622,i,0.8%,1%,-65,664,i,15
Cc1ccc(Nc2cc(=O)[nH]c(=O)[nH]2)cc1C,2.6,2.8,7.4,4%,-1.1,-0.36,-0.3,0.33,0.28,1597,i,0.6%,4%,-1,692,i,2
CCn1c(=O)c2c(O)cc(=O)oc2c2ccccc21,2.6,1.0,4.5,7%,-0.048,-0.23,-0.71,-0.098,.,.,i,-4.4%,8%,.,.,i,-4
COCCSc1nnc(NC(=O)Cc2ccccc2OC)s1,1.6,0.2,22,3%,0.11,-0.23,0.024,0.35,0.46,1207,i,-2.1%,1%,3,779,i,-9
Cc1ccc(S(=O)(=O)N(CC(=O)NCCSc2ccccn2)c2ccc(C)c(C)c2)cc1,2.0,3.2,10,2%,0.88,-0.34,0.031,-0.23,-0.39,1408,i,4.5%,-3%,-44,716,i,4
Cc1nc2sc(C(=O)O)c(N)c2c2c1COC(C)(C)C2,3.9,1.3,5.7,10%,0.27,-0.22,-0.094,0.88,.,.,i,2.0%,8%,.,.,i,13
COC(=O)/C(C#N)=C1/SC=C(C)N1c1ccccc1,2.6,2.4,0.1,-29%,-0.18,-0.15,-0.091,-0.56,0.32,1009,i,.,6%,-4,590,i,-4
O=C(NCc1ccc2c(c1)OCO2)c1cccc(F)c1,2.5,1.7,5.2,3%,-0.41,-0.19,-0.21,0.28,0.38,1044,i,-0.9%,9%,.,.,i,4
Cc1[nH]c2c(ccc3cccnc32)c1C,.,.,.,-3%,0.016,-0.26,-0.02,1,0.64,1060,i,.,0%,2,743,.,.
COCC1CCCN(Cc2nc(C(c3ccccc3)c3ccccc3)no2)C1 (centres undefined),3.5,1.6,8.7,2%,-0.24,-0.29,-0.13,0.53,0.12,1510,i,-0.3%,0%,-27,688,+,-0.5*
COc1ccc(-c2cc(C(=O)N3CCN(c4ccccc4)CC3)c3ccccc3n2)cc1OC,2.0,1.1,6.2,3%,-0.28,-0.34,0.14,0.36,.,.,i,7.1%,12%,1,800,i,-9
O=C(Cc1ccccc1)NCCN1CCCC1,.,.,.,8%,-1.3,-0.78,-0.97,0.075,-0.09,1100,i,.,2%,0,654,.,.
CCCCC(CC)CNC(=O)c1ncn[nH]1 (centres undefined),3.1,1.4,5.4,4%,-0.72,-0.25,0.061,0.28,-0.76,1550,i,-1.3%,-6%,-6,594,i,-8
CN(C)c1cccc(C(=O)NNC(=O)NC2CCCCC2)c1,9.0,1.3,11,10%,0.54,-0.091,0.48,-0.96,0.7,1479,i,-0.3%,5%,25,730,i,11
COc1cccc(C(=O)Nc2cccc3c2ccc2cccn23)c1,2.8,2.7,11,5%,0.39,1.1,0.38,-2,-0.91,1382,i,-0.3%,7%,12,673,i,2
CC(=O)c1cccc(NC(=O)Cn2c(=O)oc3cc(S(=O)(=O)N4CCCC4)ccc32)c1,.,.,.,2%,-0.4,-0.12,0.28,0.87,-0.99,977,i,.,2%,0,756,.,.
CCc1cccc2c(C(=O)COC(=O)C3=NNC(=O)CC3)c[nH]c12,1.4,2.4,3.3,1%,0.53,0.053,0.57,0.15,-0.13,1371,i,-0.2%,-1%,5,711,i,8
Cc1ccc(/C=N/NC(=O)CN2C(=O)CSc3ccccc32)o1,.,.,.,2%,-0.35,-0.24,0.24,0.25,-0.52,1063,i,.,3%,-16,706,.,.
CC(=O)N1CCC(N2CCN(Cc3ccc(C)cc3)C(CCO)C2)CC1 (centres undefined),2.5,1.5,11,-5%,3,-0.22,0.81,-2.1,0.34,1389,i,2.6%,7%,0,649,i,0
COc1ccc(NC(=O)Cc2ccc(-c3ccccc3)cc2)cn1,26*,42*,63*,5%,-0.042,-0.15,-0.028,-0.029,0.07,967,i,-1.5%,8%,-4,700,i,9
CC(=O)OCn1nnc2ccccc2c1=O,3.0,1.6,7.4,-6%,-0.86,-0.26,-0.72,0.18,0.43,1263,i,-0.4%,9%,4,757,i,-9
O=S(=O)(NC1=NCCCCC1)c1ccc(F)cc1,.,.,.,-3%,-0.1,-0.1,0.075,0.16,0.54,983,i,.,3%,-5,699,.,.
